CHRM4 PAM – potentiates acetylcholine response at human M4 receptor. P08173. CHO-K1 hM4/Gqi5, Fluo-8 calcium fluorescence, ACh EC20; 0% = ACh EC20, 100% = maximal ACh. activation, % at 3 µM. hit rate 0.4% among 360,000;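 active = activation above its plate's cutoff, the mean activation of sample wells plus 3 SD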; also: some results filed as inactive read as strong as hits
CRFBP-R2 block – blocks CRF-induced signaling of the CRF-BP/CRF-R2 complex; hit rate 0.59% among 350,000; HEK293 CRF-R2/CRF-BP, CRF-induced calcium fluorescence; AID 588475; inhibition, % at 11.8 µM;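 active = inhibition of the ligand-induced calcium signal above about 50% at the single tested concentration, limit read from the data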
CHRM4 antagonist – blocks acetylcholine activation of human M4 receptor; inhibition, % at 3 µM; P08173; hit rate 0.73% among 360,000; CHO-hM4 cells, ACh EC80, Fluo-8 calcium fluorescence;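 active = inhibition above its plate's cutoff, the mean inhibition of sample wells plus 3 SD, cut at about 27% in these data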;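 also: 0% = acetylcholine EC80 with DMSO and 100% = DMSO without agonist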
CHRM5 PAM – positive allosteric modulators of human muscarinic M5 receptor. CHO-K1 hM5, Fluo-8 calcium, ACh EC20 PAM; 0% = ACh EC20, 100% = ACh EC100. hit rate 0.3% among 360,000. activation, % at 3 µM. AID 624038;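 active = activation above the run cutoff, the mean activation of all test compounds plus 3 SD, cut at about 18% in these data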
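system = human M5 receptor in CHO-K1 cells | reagent = EC20 acetylcholine as agonist stimulus | compound dosing = single-point, 3 µM nominal | incubation = Fluo-8 loading 80 min at 37 °C plus 30 min room temperature | detection = Fluo-8 calcium dye fluorescence, kinetic read | benchmarks = low control EC20 acetylcholine (0%), high control EC100 acetylcholine (100%)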
CHRM5 antagonist – antagonists of human muscarinic M5 receptor (CHRM5); CHO-hM5 cells, Fluo-8 calcium fluorescence, ACh EC80; inhibition, % at 3 µM; hit rate 0.59% among 360,000;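 active = inhibition above a per-plate cutoff, the mean of that plate's test compounds plus 3 SD, cut at about 27% in these data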;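 also: 0% = acetylcholine EC80 with DMSO and 100% = DMSO without agonist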
IDE cell inh – inhibits human insulin-degrading enzyme in HEK cells; hit rate 0.41% among 320,000; inhibition, % at 5.59 µM; P14735; FAbetaB cleavage, fluorescence polarization; AID 434962;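 active = percent inhibition above the average of all tested compounds plus 3 SD, set per screening campaign, cut at about 16% in these data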;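 also: IDE supplied by intact live HEK cells; FP after avidin binding of uncleaved biotin substrate so inhibition keeps polarization high; 0% = DMSO wells and 100% = 60 µM reference IDE inhibitor Ii1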
Target sequence (P14735 whole entry, looked up): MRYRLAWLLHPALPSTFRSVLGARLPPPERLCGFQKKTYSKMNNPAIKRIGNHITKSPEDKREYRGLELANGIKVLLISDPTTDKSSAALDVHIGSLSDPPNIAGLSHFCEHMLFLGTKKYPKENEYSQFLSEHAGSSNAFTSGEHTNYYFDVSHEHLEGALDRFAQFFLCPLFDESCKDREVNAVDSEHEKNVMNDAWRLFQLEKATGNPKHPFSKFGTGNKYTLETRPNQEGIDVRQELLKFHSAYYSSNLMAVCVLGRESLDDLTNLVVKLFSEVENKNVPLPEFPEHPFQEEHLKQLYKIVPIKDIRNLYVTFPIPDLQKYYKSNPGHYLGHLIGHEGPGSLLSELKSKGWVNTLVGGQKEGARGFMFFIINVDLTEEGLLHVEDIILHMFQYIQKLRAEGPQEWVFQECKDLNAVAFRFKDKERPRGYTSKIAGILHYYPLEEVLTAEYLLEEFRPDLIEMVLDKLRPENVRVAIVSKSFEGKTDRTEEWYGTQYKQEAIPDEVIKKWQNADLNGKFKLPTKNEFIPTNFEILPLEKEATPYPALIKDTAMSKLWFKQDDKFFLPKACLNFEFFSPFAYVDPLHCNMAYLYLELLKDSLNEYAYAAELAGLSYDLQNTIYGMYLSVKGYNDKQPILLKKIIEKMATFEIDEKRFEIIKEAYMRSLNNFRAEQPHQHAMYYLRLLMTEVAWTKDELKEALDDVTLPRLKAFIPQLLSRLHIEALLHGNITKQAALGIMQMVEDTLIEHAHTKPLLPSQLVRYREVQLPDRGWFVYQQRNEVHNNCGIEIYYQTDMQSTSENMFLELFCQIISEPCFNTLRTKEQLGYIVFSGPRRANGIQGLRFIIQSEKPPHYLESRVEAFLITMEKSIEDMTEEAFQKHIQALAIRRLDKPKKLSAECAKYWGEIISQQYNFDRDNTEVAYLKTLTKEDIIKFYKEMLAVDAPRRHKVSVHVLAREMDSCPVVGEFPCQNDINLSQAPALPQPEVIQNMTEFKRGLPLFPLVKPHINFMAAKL
CHRM5 agonist – CHRM5 agonism in calcium assay; P08912; CHO-K1 hM5 cells, Fluo-8 calcium fluorescence; 0% DMSO wells, 100% maximal acetylcholine response; activation, % at 3 µM; hit rate 0.19% among 360,000;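 active = activation above the run's mean over test compounds plus 3 SD, cut at about 23% in these data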;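 also: signal is peak over basal fluorescence ratio across the kinetic read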
M4 ag – agonists of human muscarinic M4 receptor (CHRM4) | AID 624127 | CHO-K1 hM4/Gqi5, Fluo-8 calcium fluorescence; vehicle 0%, full acetylcholine response 100% | P08173 | hit rate 0.14% among 360,000 | activation, % at 3 µM;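 active = activation above the run mean over all test wells plus 3 SD, cut at about 32% in these data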;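 also: peak over basal fluorescence ratio per well then scaled between controls; 0% = DMSO wells and 100% = acetylcholine at EC100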
CRFR2-BP ag – agonists of human CRF-binding protein/CRF-R2 receptor complex; hit rate 0.46% among 350,000; activation, % at 13.2 µM; AID 588473; HEK293 CRF-R2/CRF-BP, calcium dye fluorescence (FLIPR); percent of saturating CRF peptide response;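 active = activation of at least 50%, plus an integration ratio under a set limit after plate pattern correction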;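 also: plate controls were neutral control wells without compound for no effect and CRF at EC100 for full effect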
* = called active by the depositor; x = no result given.

SMILES	CHRM4 PAM	CRFBP-R2 block	CHRM4 antagonist	CHRM5 PAM	CHRM5 antagonist	IDE cell inh	CHRM5 agonist	M4 ag	CRFR2-BP ag
COCCNC(=O)c1ccc(C(=O)NCCOC)s1	9.0	9.1	-2.3	-1.5	-8.9	-0.4	1.0	1.4	-0.1
O=C(NNC(=S)NCc1ccco1)c1ccc(S(=O)(=O)N2CCOCC2)cc1	-5.0	2.3	9.1	6.1	2.8	5.0	-2.3	1.9	-1.1
O=C(NCCO)c1cccc(Nc2nc(-c3ccccc3)c3cc(Cl)ccc3n2)c1	-1.9	-18.9	10.3	1.2	3.3	4.9	17.9	19.7	1.6
CCC(C)NC(=O)COc1ccc(OCc2ccccc2)cc1 (configuration not stated)	-1.3	25.7	-4.7	-1.4	12.2	-1.5	2.5	5.2	-2.0
Cc1ccc(NC(=O)C2CCCN(C(=O)NCc3ccccc3)C2)c(C)c1 (configuration not stated)	-1.6	3.5	-6.0	-0.7	8.8	3.7	-3.2	0.2	-0.3
COc1ccc(Cl)cc1-c1nc(SCC(=O)NC2CC2)n[nH]1	-4.5	10.2	4.0	-4.0	-3.9	2.5	-3.3	0.3	-0.4
CCOC(=O)C(CC)/C(C)=N\NC(=O)c1cccc(C)c1 (configuration not stated)	-1.7	89.0*	3.7	-4.9	7.2	-1.0	-4.1	2.2	-1.0
COc1cc(Cl)c(C)cc1NC(=O)CN1C(=O)C2CC=CCC2C1=O (configuration not stated)	14.1	-10.4	-1.4	-3.1	16.8	2.2	-3.7	0.1	-1.1
COc1cc(/C=N/Nc2ncnc3sc4c(c23)CCC4)ccc1O	9.2	-21.1	12.7	4.1	1.5	x	-3.4	0.8	-3.5
Cc1cc(C)c(S(=O)(=O)ON2C(=O)c3ccccc3C2=O)cc1C	10.2	12.1	1.3	0.0	-2.4	-3.9	3.9	2.2	3.0
CCC(C)NCCOCCOc1ccc(F)cc1 (configuration not stated)	12.1	0.6	-8.2	5.7	-6.9	1.6	-4.0	1.3	-3.0
O=C(CSc1nnc(NC(=O)C2CC2)s1)Nc1ccccc1	-0.8	19.7	-5.2	-0.6	13.6	1.3	0.0	2.2	0.1
O=C(COC(=O)C1CC(=O)N(Cc2ccccc2)C1)Nc1ccc([N+](=O)[O-])cc1Br (configuration not stated)	3.4	-12.8	5.1	-3.1	-75.8	x	8.2	1.2	-1.7
Nc1nn2c(-c3ccccc3)cc(=O)[nH]c2c1N=Nc1ccc(Br)cc1	4.3	73.3*	-1.8	-3.0	-2.5	x	-1.9	-0.1	-1.2
CCCCN(C)S(=O)(=O)c1cc2c(cc1Br)CCN2C(=O)C1CC1	10.4	14.6	-10.8	-0.7	23.7	x	-4.2	8.0	-2.5
COc1ccc2[nH]c(=O)c(CN(Cc3cccs3)S(=O)(=O)c3cccc4nsnc34)cc2c1	-1.7	-11.1	16.6	-17.0	18.9	2.8	7.1	17.9	0.2
O=C(O)c1cc(-c2ccc(/C=C3\NC(=O)N(c4ccccc4)C3=O)o2)ccc1Cl	4.3	4.0	-3.4	-5.3	14.8	5.3	4.2	0.5	-0.3
CSc1nc2c(cc1C#N)CCCCC2	-9.9	45.2	5.7	-13.4	4.7	-3.3	-9.5	-0.2	-1.1
C#CC1(O)CCC2C3CCc4cc(O)cc(C)c4C3CCC21C (configuration not stated)	-4.4	-33.3	-3.9	-20.7	17.0	x	7.3	14.8	4.6
COc1cc(C(=S)N2CCCCC2)ccc1OCC(=O)N1CCCC1	5.8	19.4	1.3	0.8	2.6	3.4	-0.9	0.7	-0.4
CSc1nnc(-c2cccc(NC(=S)NN)c2)o1	2.0	5.3	-7.0	5.3	-2.7	-4.0	0.2	3.7	-0.9
Cc1[nH]c(=O)c(C#N)c(C)c1[N+](=O)[O-]	-5.2	11.0	-2.1	-3.7	9.6	-0.7	3.3	0.4	1.9
CC(=O)c1c(O)cc(C)n(Cc2ccccc2)c1=O	7.2	20.8	-2.8	-6.3	-1.1	0.6	2.4	0.4	-0.9
c1ccc(Nc2cccc3c(Nc4ccccc4)cccc23)cc1	-18.2	-12.7	0.6	-10.0	5.3	-5.0	-7.3	-1.4	-1.3
Cc1ccc(OCC(=O)N2CCCCCCC2)cc1C	-5.5	3.6	4.0	-3.8	9.4	0.2	-10.4	-0.8	-0.4

Single records, as listed above. Order of screens: CHRM4 PAM | CRFBP-R2 block | CHRM4 antagonist | CHRM5 PAM | CHRM5 antagonist | IDE cell inh | CHRM5 agonist | M4 ag | CRFR2-BP ag
COc1cc(C(=S)N2CCCCC2)ccc1OCC(=O)N1CCCC1 is entered as 5.8 | 19.4 | 1.3 | 0.8 | 2.6 | 3.4 | -0.9 | 0.7 | -0.4
Cc1ccc(OCC(=O)N2CCCCCCC2)cc1C is entered as -5.5 | 3.6 | 4.0 | -3.8 | 9.4 | 0.2 | -10.4 | -0.8 | -0.4

(further entries)
SMILES	CHRM4 PAM	CRFBP-R2 block	CHRM4 antagonist	CHRM5 PAM	CHRM5 antagonist	IDE cell inh	CHRM5 agonist	M4 ag	CRFR2-BP ag
COc1cc(CN2CCCCCC2)cc(Br)c1O	-2.2	-7.9	0.9	-2.5	-5.5	x	-19.0	0.3	0.4
CCOC(=O)C1CCCN(C2=NC(=O)/C(=C/c3ccc(OC)cc3OC)S2)C1 (configuration not stated)	-1.9	7.3	-2.7	-8.7	5.0	x	0.9	9.4	0.2
Cc1ccc(C(=O)NNC(=O)c2ccncc2)cc1S(=O)(=O)N1CCOCC1	4.7	-6.0	0.9	4.3	1.7	-0.8	2.6	1.1	0.4
NC(=O)C1CCN(Cc2cccc(OCc3ccccc3)c2)CC1	6.1	-2.6	1.8	6.5	4.7	4.7	-2.6	0.1	-2.4
CCCCCNC(=O)c1cccc(S(=O)(=O)N2CC3(C)CC2CC(C)(C)C3)c1 (configuration not stated)	-4.1	-24.9	-3.7	-8.3	6.9	0.8	-8.9	0.3	4.0
O=C(CCS(=O)(=O)c1ccc(Cl)cc1)Nc1nnc(-c2cccs2)o1	-6.9	1.8	3.6	4.2	0.7	4.9	2.8	1.0	-0.9
COc1ccc(S(=O)(=O)NCc2nc3nc(C)cc(C)n3n2)cc1	2.2	-17.6	-0.3	-3.4	2.2	x	0.1	0.3	-1.8
O=C(c1ccc(Cl)cc1)C1CCN(CC(=O)N2CCCCC2)CC1	-2.2	4.9	-3.5	7.5	0.9	2.0	-0.4	1.0	-0.5
CC(C)(C)c1ccc(-c2cn(-c3ccc(Br)cc3)c3[n+]2CCCS3)cc1	-19.2	-23.9	50.3*	-20.4	58.3*	x	-11.1	2.9	0.9
O=C(Nc1nc(-c2cccs2)cs1)c1cccc(S(=O)(=O)N2CCCCCC2)c1	-7.4	6.2	-4.3	-10.9	5.8	0.8	-4.6	0.5	-0.7
CCn1c(=O)c2cc(C(=O)NCc3cccs3)sc2c2ccccc21	2.9	-14.9	-17.9	-3.5	-0.1	0.6	1.2	-0.2	-1.4
COc1ccc(Br)cc1/C=C/C(=O)NC(=S)Nc1ccc(CN2CCOCC2)cc1	-2.4	4.4	-0.7	-9.4	9.8	0.7	-5.9	2.0	-0.6
O=C(Nc1cccc2c1CCCC2)c1cc(C2CCCCN2S(=O)(=O)c2cccs2)on1 (configuration not stated)	-6.8	x	0.3	-1.1	-7.2	x	-2.2	1.3	x
CCN(C(=O)c1cc(OC)c(OC)c(OC)c1)C1CCCCC1	5.7	-13.8	-0.8	-0.7	8.4	x	0.9	-0.1	-0.8
CCc1cc2c(=O)[nH]c(COC)nc2s1	2.3	-6.3	-3.6	0.9	-2.2	5.0	-0.2	0.6	-0.5
CCCCOc1ccc(C(=O)NCC(=O)NCCOc2ccc(C)cc2)cc1	7.0	9.6	-8.0	2.0	8.0	-4.4	-0.4	-0.7	-2.2
CCN(CC)CCCNC(=S)N1CCC(c2nc3ccccc3[nH]2)CC1	-5.1	-2.2	8.3	14.2	-9.0	2.4	-9.2	-0.2	-1.8
Cc1cccc(NC(=O)c2cc(Cl)nc3ccccc23)c1	-6.6	17.8	7.2	-11.4	-0.7	2.4	-12.8	0.1	-7.1
Cc1ccc(S(=O)(=O)O)c(C)c1N1CCCC1=O	3.4	-1.6	9.3	1.1	-3.3	1.5	-0.2	0.2	-0.6
Nc1nc(N)nc(-c2cc(Cl)ccc2Cl)n1	-1.8	-8.5	-18.9	-5.3	-1.8	1.9	1.4	6.9	3.5
COc1ccc(Cc2nnc(N/N=C(\C)c3ccccc3)[nH]c2=O)cc1OC	0.4	1.6	3.5	-2.7	3.4	-1.5	-4.1	-0.3	-0.3
CC(C)(C)c1nnc(NC(=O)c2ccc3c(c2)OCO3)s1	-0.5	-13.0	-3.7	-3.8	12.1	4.8	-0.5	1.8	0.5
COC(=O)C1=C(C)N(c2cccc(C(C)=O)c2)C(=O)C1	0.5	22.1	-2.9	-2.3	5.2	2.4	-0.7	0.2	-1.0
COc1ccc(N2CCN(C(=O)c3ccc4nc(N5CCCCC5)sc4c3)CC2)cc1	6.8	10.2	-1.7	3.6	1.1	5.1	1.8	0.7	-3.1
CC(C)OC(=O)CSc1nnc(-c2ccc(O)cc2)n1Cc1ccccc1	-7.4	-5.4	0.6	0.1	-4.7	-0.8	2.3	1.6	-0.6
Carrying on:
SMILES	CHRM4 PAM	CRFBP-R2 block	CHRM4 antagonist	CHRM5 PAM	CHRM5 antagonist	IDE cell inh	CHRM5 agonist	M4 ag	CRFR2-BP ag
CCOC(=O)c1c(CC(C)C)csc1NC(=O)COC(=O)c1ccc(O)cc1	8.3	-10.4	-1.5	-0.3	-0.5	x	0.9	1.1	1.2
COc1ccccc1S(=O)Cc1ccc(C(=O)NCCc2ccc(Cl)cc2)o1 (configuration not stated)	-7.6	1.7	-9.8	-13.9	5.2	-0.2	-0.2	16.4	-0.3
CC1=C(C)CC(C(=O)NCc2ccccn2)C(C(=O)O)C1 (configuration not stated)	-5.3	16.9	6.1	-2.3	16.1	6.9	0.3	7.2	0.2
CCn1c(=O)cc(OCC(=O)NCCCN2CCCC2=O)c2ccccc21	-0.2	1.3	2.3	3.6	4.4	-1.4	0.0	1.4	-2.0
Cc1cnc(-c2nnc(N(C)C(=O)C3CCOC3)s2)cn1 (configuration not stated)	-3.3	1.5	2.6	3.8	-9.8	1.3	-2.4	0.1	-0.8
CCN(c1cccc(C)c1)S(=O)(=O)c1ccc2c(c1)NC(=O)CCS2	-2.9	0.5	-1.7	-6.0	15.6	-3.4	-6.2	5.2	-1.4
COC(=O)N/N=C1\CCCc2ccccc21	-2.5	22.3	7.4	0.5	3.7	2.8	-3.0	-0.3	-3.6
CC(C)CCN1CCN(CC#Cc2ccccc2)CC1CCO (configuration not stated)	-2.8	-1.8	-4.1	-2.9	6.0	3.5	-9.2	0.3	1.0
Cc1cc(NC(=O)CCc2ccccc2)c([N+](=O)[O-])cc1C	-3.9	-4.5	-8.8	-3.2	4.7	5.5	-0.6	-0.7	-6.2
CCCCc1c(O)nc2ccccn2c1=O	11.4	-18.2	-2.9	2.2	-0.9	-3.6	-1.4	1.1	-1.9

By substructure: those above with a COOH group (two)
SMILES	CHRM4 PAM	CRFBP-R2 block	CHRM4 antagonist	CHRM5 PAM	CHRM5 antagonist	IDE cell inh	CHRM5 agonist	M4 ag	CRFR2-BP ag
O=C(O)c1cc(-c2ccc(/C=C3\NC(=O)N(c4ccccc4)C3=O)o2)ccc1Cl	4.3	4.0	-3.4	-5.3	14.8	5.3	4.2	0.5	-0.3
CC1=C(C)CC(C(=O)NCc2ccccn2)C(C(=O)O)C1 (configuration not stated)	-5.3	16.9	6.1	-2.3	16.1	6.9	0.3	7.2	0.2
